VP16 counter: inhibits Gal4-VP16 luciferase reporter, ROR gamma counter-screen; Potency, µM (series often up to 53.6 µM), for inactives: at the highest dose activity, negative = inhibition, actives largely listed as inhibitors; actives 3.5% (n = 310,000); Drosophila S2 Gal4-VP16 UAS-luciferase, luminescence, 20 h;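 note: Gal4-VP16 expression switched on by copper sulfate through the metallothionein promoter; potency is the fitted concentration of half-maximal effect; % is set by controls: 0 for no effect and ±100 for the full control effect; nearly all actives have a fitted effect of over 50% in size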
ELG1 repair inh: ELG1-dependent DNA repair inhibition; HEK293T ELG1-luciferase reporter, luminescence, 16 h; DNA damage induced by 5-fluorouridine; Potency, µM (series often up to 46.1 µM), inactives show top-dose activity change, negative = inhibition, actives largely listed as inhibitors; actives 2.3% (n = 330,000); AID 504467; note: potency is the fitted concentration of half-maximal effect; % is set by controls: 0 for no effect and ±100 for the full control effect; nearly all actives have a fitted effect of over 55% in size
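Reporter activity after DNA damage by 5-fluorouridine is monitored. Compound-treated cells incubate 16 hr at 37 °C, then ONE-Glo is added for 30 min before luminescence reading.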
TRPV1 ag: activates the human vanilloid receptor TRPV1 | TRPV1-expressing cells, Fluo-8 calcium influx, agonist mode | activation, % at 8.33 µM | Q8NER1 | actives 0.19% (n = 320,000); in the data active = activation above about 80%; inconclusive = between about 30% and that limit; note: 0% is about no effect
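TRPV1-expressing cells were cultured overnight at 35.5C and loaded with Fluo-8 calcium dye for 40 to 90 min at room temperature. After a 10 s baseline, compound was added and calcium influx was read kinetically for 3 min (ex 480/em 520 nm).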
NPC1 prom act: activates the NPC1 promoter. Huh7 NPC1 promoter luciferase reporter, 24 h. Potency, µM (highest dose often 9.22 µM), without a hit: at the top dose activation, usual class: activators. actives 2.4% (n = 320,000);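 note: potency is the fitted concentration of half-maximal effect; % of control where 0% means no effect; nearly all actives have a fitted effect of over 60% in size; reporter is driven by a mutant NPC1 promoter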
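Quantitative HTS used a cell-based reporter: Huh7 cells stably bearing the NPC1 promoter upstream of luciferase were treated with compounds for 24 h, and promoter activation was read as luminescence.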
BRCA1 expr up: increases BRCA1 expression; MCF7-BRCA1-FFLuc reporter, luminescence, 48 h; response scale: scaled: vehicle 0%, 10 µM genistein 100%; Potency, µM (highest dose often 46.1 µM), inactives show at the top dose activation, hits mostly activators; AID 624202; actives 1.1% (n = 380,000); note: potency is the fitted concentration of half-maximal effect; nearly all actives have a fitted effect of over 80% in size; some results filed as inactive show a strong effect at the top dose
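Compounds are tested at multiple concentrations on MCF7 BRCA1-luciferase reporter cells seeded at 2000 per well; after 48 h, a single luminescence end-point is taken and curves fitted to the normalized data.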
p53 reactivator: re-activators of mutant p53; H1299 p53-A138V BP100-luciferase reporter, luminescence, 24 h; Potency, µM (top dose mostly 92.2 µM), inactives show at the highest dose activity change, positive = activation, hits mostly activators; actives 0.063% (n = 320,000); note: potency is the fitted concentration of half-maximal effect; % of control where 0% means no effect; nearly all actives have a fitted effect of over 45% in size
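H1299 (p53-null), stable ts p53-A138V + BP100-Luc; 1000 cells/well, Opti-MEM/10% FBS; cpd 4 pt, 1:5; 24 h, 37 deg C, 5% CO2; detection reagent 10 min RT; luminescence.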
FLuc counter: firefly luciferase modulation, counter-screen for miR-21 project | P08659 | purified FLuc, Km substrates, luminescence inhibition | Potency, µM (doses to about 57.5 µM), for inactives: at the top dose activity change, negative = inhibition, most hits filed as inhibitors | actives 6.9% (n = 360,000);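 note: potency is the fitted concentration of half-maximal effect; plate controls were vehicle for no effect and reference inhibitor for full effect; nearly all actives have a fitted effect of over 55% in size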
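Purified P. pyralis luciferase (10nM final) with 10uM D-luciferin and 10uM ATP (Km levels) in 50mM Tris acetate pH 7.5, 10mM Mg acetate, 0.01% Tween-20, 0.05% BSA; qHTS 6-point titration, ~60 µM downward; luminescence read.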
RORgamma inh: blocks mouse ROR gamma transcriptional activity. Potency, µM (top dose mostly 53.6 µM), without a hit: at the top dose activity change, negative = inhibition, actives largely listed as inhibitors. actives 5.4% (n = 310,000). Drosophila S2 Gal4-RORgamma UAS-luciferase reporter, 20 h. AID 2551. P51450; note: potency is the fitted concentration of half-maximal effect; % is set by controls: 0 for no effect and ±100 for the full control effect; nearly all actives have a fitted effect of over 60% in size
Target sequence (P51450 whole entry, looked up, the tested form may be a part): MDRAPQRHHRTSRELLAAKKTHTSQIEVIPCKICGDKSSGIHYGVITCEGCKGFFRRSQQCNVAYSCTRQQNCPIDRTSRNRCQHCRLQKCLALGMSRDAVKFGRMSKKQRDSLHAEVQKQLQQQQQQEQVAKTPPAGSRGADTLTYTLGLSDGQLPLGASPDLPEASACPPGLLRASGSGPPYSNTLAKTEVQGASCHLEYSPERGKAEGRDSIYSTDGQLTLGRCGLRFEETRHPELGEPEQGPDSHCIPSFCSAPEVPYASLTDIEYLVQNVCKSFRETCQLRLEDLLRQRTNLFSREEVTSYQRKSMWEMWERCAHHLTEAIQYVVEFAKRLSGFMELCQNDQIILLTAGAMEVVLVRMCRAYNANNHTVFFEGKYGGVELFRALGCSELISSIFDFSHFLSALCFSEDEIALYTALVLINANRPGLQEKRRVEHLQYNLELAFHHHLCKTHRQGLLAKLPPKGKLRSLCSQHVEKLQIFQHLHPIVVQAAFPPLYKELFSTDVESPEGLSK
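Using a luciferase readout, inhibitors were identified by reduced reporter activity in Drosophila cells coexpressing a copper-inducible Gal4–ROR gamma fusion and UAS-driven Photinus luciferase, incubated 20 hr after 700 uM copper sulfate.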
ELG1 genotox: genotoxicity induction in ELG1-luciferase HEK293T cells; Potency, µM (highest dose often 46 µM), inactives show at the top dose activity change, positive = activation, usual class: activators; actives 1.3% (n = 330,000); HEK293T ELG1-luciferase reporter, luminescence, 16 h; note: potency is the fitted concentration of half-maximal effect; % of control where 0% means no effect; nearly all actives have a fitted effect of over 60% in size
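Reporter readout depends on ELG1 protein level, which increases with genetic stress. After 16 hr compound exposure at 37 °C, luciferase activity was quantified using ONE-Glo.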
Rab9 prom act: activators of Rab9 promoter; AID 485297; Potency, µM (series often up to 9.22 µM), without a hit: at the top dose activation, negative = inhibition, usual class: activators; actives 2.8% (n = 320,000); Huh7 Rab9 promoter-luciferase reporter, luminescence, 24 h; note: potency is the fitted concentration of half-maximal effect; % of control where 0% means no effect; nearly all actives have a fitted effect of over 60% in size
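Steps: seed 1500 Huh7 Rab9-luc cells per well, rest 2 h at 37 °C; add compound in DMSO; incubate 24 h; add luciferase reagent, 10 min ambient; read luminescence.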
Tb PFK block: T. brucei PFK enzyme inhibition; O15648; T. brucei PFK, ADP-Glo luminescence; Potency, µM (series often up to 57.5 µM), for the others: at the highest dose activity, negative = inhibition, actives largely listed as inhibitors; actives 0.17% (n = 330,000); AID 485367;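 note: potency is the fitted concentration of half-maximal effect; 0% = uninhibited 1x PFK enzyme wells and -100% = no-enzyme wells; nearly all actives have a fitted effect of over 60% in size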
Target sequence (O15648 whole entry, looked up): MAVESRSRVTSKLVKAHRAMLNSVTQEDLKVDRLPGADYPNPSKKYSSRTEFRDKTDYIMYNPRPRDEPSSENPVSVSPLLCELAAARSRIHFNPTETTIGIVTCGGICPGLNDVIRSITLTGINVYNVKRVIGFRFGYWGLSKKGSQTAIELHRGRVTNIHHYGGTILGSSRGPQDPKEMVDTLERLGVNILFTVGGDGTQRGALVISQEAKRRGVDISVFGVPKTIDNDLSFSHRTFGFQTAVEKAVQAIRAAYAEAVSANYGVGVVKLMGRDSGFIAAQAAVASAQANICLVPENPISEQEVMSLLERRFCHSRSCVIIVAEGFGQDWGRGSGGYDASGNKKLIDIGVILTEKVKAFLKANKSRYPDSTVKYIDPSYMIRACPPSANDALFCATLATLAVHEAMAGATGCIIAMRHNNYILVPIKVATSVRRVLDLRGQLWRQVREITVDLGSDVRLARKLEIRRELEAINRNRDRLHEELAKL
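Luminescent ADP detection (ADP-Glo, two-step: ATP depletion then ADP-to-ATP conversion for luciferase) reported PFK activity after 45 min room-temperature reaction of 1.25 nM enzyme with 0.5 mM F6P and 0.1 mM ATP at pH 8.0.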
Active calls of the source: *; ? = inconclusive; / = not tested or not shown; [ ] = remark or other dose. Unless noted, calls come from the whole dose curve; as a rule, active = well fitted curve in the direction sought with a large enough effect; inconclusive = small, poorly fitted or top-dose-only effect, or another doubt; inactive = no such curve, though single readings can be large; an effect the other way counts as inactive or inconclusive.

SMILES	VP16 counter	ELG1 repair inh	TRPV1 ag	NPC1 prom act	BRCA1 expr up	p53 reactivator	FLuc counter	RORgamma inh	ELG1 genotox	Rab9 prom act	Tb PFK block
CCOC(=O)c1cnc2c(C)c(C)ccc2c1NCCN1CCOCC1	-8%	?	30	-4%	9%	13%	?	-9%	-2%	-10%	-2%
COc1ccc(OCC(=O)N/N=C2\CCCc3ccccc32)cc1	-5%	15%	7	8%	14%	15%	19µM*	?	1%	6%	2%
COc1ccc(N2CC(C(=O)NCCC3=CCCCC3)CC2=O)cc1 (centres undefined)	2%	1%	11	-4%	23%	-28%	8%	19%	-1%	17%	6%
O=Cc1c(NCc2ccccc2)c2ccccc2[nH]c1=O	5%	11%	8	-4%	26%	?	1%	-1%	0%	-2%	1%
O=C1C=C(Nc2ccccc2C(=O)O)c2ccccc2C1=O	2%	26µM*	1	-7%	-51%	-5%	?	-42%	-15%	-4%	0%
CCOc1ccc(NS(=O)(=O)c2cc(C(=O)NCCN3CCOCC3)ccc2C)cc1	/	-11%	/	/	-13%	-2%	/	/	-1%	/	0%
C=CCN(c1ccc(C(=O)Nc2ccc(NC(C)=O)cc2)cc1)S(C)(=O)=O	-5%	-4%	2	-9%	0%	-1%	-2%	20%	-3%	0%	0%
Cc1cccc2cc(C#N)c(SCC(=O)N3CCC(C)CC3)nc12	-1%	?	10	1%	-46%	-3%	2%	-17%	-5%	?	1%
CS(=O)(=O)N1N=C(c2ccco2)CC1c1ccc(Br)cc1 (centres undefined)	?	?	-3	12%	65%	6%	?	?	9%	25%	-1%
Cc1ccccc1OCC(=O)NCC(C)(C)N1CCOCC1	/	3%	2	-2%	-15%	7%	3%	/	1%	-4%	0%
Cc1cc(C(=O)NNS(=O)(=O)c2ccc(C(C)(C)C)cc2)nn1C(C)(C)C	-2%	-4%	?	-5%	-10%	-2%	-1%	-6%	0%	-7%	-1%
CC(C)CSc1nc2c(c(=O)[nH]c(=O)n2C)n1CC(O)COc1cccc2ccccc12 (centres undefined)	-19%	?	-2	2%	-20%	21%	-1%	28%	-4%	-2%	-7%
CC1CN(c2nc(N(C)c3ccccc3)nc(N)c2[N+](=O)[O-])CC(C)O1 (centres undefined)	1%	-25%	21	1%	-40%	5%	2%	28%	-2%	-2%	2%
C#CCOCCOCCOCCNc1nc(N2CCN(C(=O)[C@H]([C@@H](C)CC)n3cc(CCCCN)nn3)CC2)nc(N2CCN(C(=O)[C@H](C)n3cc(CCCN=C(N)N)nn3)CC2)n1	/	22%	-8	-2%	-3%	-5%	7%	/	-1%	-4%	-4%
COc1ccccc1CNC(=O)C1CCCN(S(=O)(=O)c2cccc3nonc23)C1 (centres undefined)	-4%	4%	0	-4%	-5%	-8%	-3%	-32%	0%	0%	0%
COc1cnc(-c2ccccn2)[nH]c1=O	0%	?	-1	0%	0%	24%	-2%	-24%	5%	4%	2%
O=C1C(Nc2ccccc2)=C(N2CCCCC2)C(=O)c2ccccc21	6%	?	3	-38%[inhibitor]	-35%	-3%	-9%	40%	-1%	-26%	5%
CCOC(=O)C1(CCc2ccccc2)CCN(Cc2c(O)cccc2OC)CC1	-2%	?	5	-4%	-77%	7%	-1%	44%	-8%	-34%[inhibitor]	-1%
O=C(c1cnc2ccccn2c1=O)N1CCc2ccccc21	12%	17%	-5	-1%	1%	0%	4%	13%	1%	5%	-2%
COC(=O)c1cccc(Oc2cccc(Cl)n2)c1	1%	22%	-6	-2%	30%	-4%	-9%	-26%	-2%	16%	-2%
Cc1noc(C)c1COc1ccccc1C(=O)N1CCN(S(=O)(=O)c2cccc(Cl)c2)CC1	/	0%	9	9%	-35%	2%	2%	/	0%	-8%	0%
N#Cc1ccccc1CSc1nnc(Cc2ccccc2)o1	-17%[10 µM]	?	-1	3%	70%	12%	?	14%	11%	-4%	0%
Cn1c(=O)n(C)c2cc(/C=N/NC(=O)c3ccncc3)ccc21	-11%	-1%	-5	-5%	/	1%	5%	-29%	8%	-10%	-3%
O=C(NNC(=O)c1ccc(SCC2CCCO2)c([N+](=O)[O-])c1)c1ccc(F)cc1 (centres undefined)	0%	-9%	0	2%	6%	23%	3%	-17%	-3%	-4%	0%
COC(=O)CCCn1c(C)cc(C(=O)CCl)c1C	-80%	13%	0	-6%	-82%[inhibitor]	-19%	-3%	8.9µM*	-1%	-2%	1%
COc1cc(/C=C/C(=O)OCC(=O)c2ccccc2)cc(OC)c1OC	/	1%	/	/	-15%	-6%	/	/	5%	/	-1%
Cc1ccc(NCCC(=O)c2cccs2)cc1	4%	?	?	?	3%	-12%	21µM*	-45%	?	2.8µM*	-3%
COc1cc(NC(=O)COC(=O)/C=C/c2c(C)nn(C3CCS(=O)(=O)C3)c2Cl)cc(OC)c1OC (centres undefined)	-1%	?	2	1%	-6%	-1%	-5%	0%	0%	-8%	-4%
O=C(c1cc(-c2cccc(Cl)c2)nc2ccccc12)N1CCCC1	1%	-3%	-1	-4%	-25%	-5%	17µM*	4%	-6%	4%	2%
COc1ccc(S(=O)(=O)c2c(O)c3ccc(C(=O)Nc4ccc(F)cc4F)cc3[nH]c2=O)cc1	0%	1%	-2	-1%	0%	16%	2%	6%	0%	-2%	6%
CN1C(=O)S/C(=C/c2ccccc2OCc2ccc(C(=O)O)cc2)C1=O	4%	9%	2	-4%	-17%	-3%	-17%	24%	-7%	-3%	1%
CCOc1cccc(C(=O)NCc2ccccc2)c1	3%	-14%	5	2%	6%	-3%	-2%	4%	3%	0%	-5%
Cc1cc(C(=O)Nc2sc(C)c(-c3ccc(F)cc3)c2C(N)=O)no1	-5%	?	2	3.2µM*	?	?	1.2µM*	-14%	?	3.2µM*	1%
N#CC1=C(N)OC2=C(CCC/C2=C/c2ccoc2)C1c1ccoc1 (centres undefined)	8%	13%	-2	2%	/	23%	?	5%	0%	4%	?
COc1ccccc1C(=O)NCCC(=O)N1CCN(S(=O)(=O)c2ccc(Cl)cc2)CC1	/	-2%	1	-6%	-3%	0%	-1%	/	-1%	-1%	-3%
Cc1cc2c(cc1S(=O)(=O)N1CCOCC1)NC(=O)CO2	4%	-2%	-1	-1%	-3%	3%	1%	6%	3%	-1%	0%
CCc1c(C(=O)Nc2ccncc2)csc1C	/	?	?	-6%	-55%	-8%	-12%	-1%[0.365 µM]	?	-15%	-4%
CC(C)(C)Cc1nnc(NS(=O)(=O)c2ccc(F)cc2)s1	-6%	-6%	-1	-4%	-31%	-4%	0%	-26%	-1%	-2%	3%
COCCCNC(=O)[C@H](Cc1c[nH]c2ccccc12)NC(=O)OCc1ccccc1	-9%	4%	-1	-5%	-1%	1%	1%	-3%	0%	-4%	?
COc1ccc(CN2C(=O)CSCC2=O)cc1OC	-3%	1%	0	-16%	-8%	-1%	-3%	4%	0%	-3%	-5%
O=C(COn1nnc2ccc(C(F)(F)F)cc21)Nc1nnc(-c2ccccc2)o1	4.5µM*	1%	-4	-1%	-20%	3%	-3%	7.1µM*	-6%	-5%	-3%
O=C(O)c1ccc(/C=N/Nc2nc(N3CCCCC3)nc(N3CCCCC3)n2)cc1	-6%	3%	18	-4%	0%	-3%	?	-42%	3%	-4%	0%
CSc1ccccc1NC(=O)c1cc(Cl)sc1Cl	?	13%	8	0%	4%	27%	-13%	16%	-1%	-2%	0%
CC1(C)Cc2c(cnn2-c2cccc(F)c2)C(NC(=O)CSc2ccccn2)C1 (centres undefined)	-3%	1%	16	-4%	-3%	5%	-2%	5%	1%	4%	1%

Bioassay records from PubChem BioAssay.
